Screening data as filed in PubChem.
a7 integrin act – qHTS for Activators of Integrin-Mediated Alleviation for Muscular Dystrophy | alpha7betagal myoblasts, beta-gal FDG fluorescence, 48 h | Potency, µM (doses to about 38.3 µM), for inactives: at the highest dose activation, most hits filed as activators | 0.064% of 350,000 active | AID 624291, 2012;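 further: potency means the concentration at half of the fitted maximal effect; 100% = response of the positive control SU9516; nearly all actives have a fitted effect of over 60% in size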
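alpha7betagal+/- myoblasts (passage 13, 250/well) treated 48 h at 37C with compounds at 1:260 dilution of DMSO stock. Lysed, then beta-galactosidase activity read as FDG fluorescence (ex 480/em 540) after 30 min, with pre-read for autofluorescence.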
PKM2 act – qHTS Assay for Activators of Human Muscle isoform 2 Pyruvate Kinase; purified PKM2, Kinase-Glo ATP luminescence, activation; response scale: 0% is enzyme alone, no compound; Potency, µM (top dose mostly 57.5 µM), for inactives: top-dose activation, actives largely listed as activators; 0.34% of 260,000 active; AID 1631, 2009; further: potency means the concentration at half of the fitted maximal effect; on the % scale 0 is the no-effect control and ±100 the full control effect; nearly all actives have a fitted effect of over 55% in size
Target sequence (P14618 whole entry, looked up, canonical isoform): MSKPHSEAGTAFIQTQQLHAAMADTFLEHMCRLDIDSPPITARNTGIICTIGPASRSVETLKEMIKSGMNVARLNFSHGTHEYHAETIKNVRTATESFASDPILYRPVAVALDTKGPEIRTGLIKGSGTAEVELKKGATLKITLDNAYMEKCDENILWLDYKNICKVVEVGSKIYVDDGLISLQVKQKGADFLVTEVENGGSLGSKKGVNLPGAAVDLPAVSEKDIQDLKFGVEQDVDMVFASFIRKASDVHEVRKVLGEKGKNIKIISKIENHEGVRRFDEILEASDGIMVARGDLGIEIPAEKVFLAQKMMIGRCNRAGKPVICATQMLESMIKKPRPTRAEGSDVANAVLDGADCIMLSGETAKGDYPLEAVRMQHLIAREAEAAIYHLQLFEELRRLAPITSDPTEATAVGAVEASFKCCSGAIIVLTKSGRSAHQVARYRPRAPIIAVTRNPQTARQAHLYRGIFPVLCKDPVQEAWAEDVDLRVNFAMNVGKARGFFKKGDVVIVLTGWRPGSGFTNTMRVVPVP
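ATP formation by purified human PK-M2, quantified via coupled luciferase luminescence after 1 h at room temperature with 0.1 mM ADP and 0.5 mM PEP final.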
Chronic BCR inh – qHTS Assay to Find Inhibitors of Chronic Active B-Cell Receptor Signaling; ABC-DLBCL IkBa-CBG/CBR reporter, luminescence ratio, 4 h; Potency, µM (titrated, usually from 46.1 µM), without a hit: at the highest dose ratio change, negative = lower green/red ratio, usual class: inhibitors; 0.05% of 340,000 active; AID 493014, 2011; active means well fitted inhibition curve with a large enough effect in the signal ratio, with a control signal flat, not every such curve was filed as active; inconclusive means small, poorly fitted or top-dose-only effect, or effect the other way, or a change in a side signal; the % refers to the signal ratio;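 further: potency means the concentration at half of the fitted maximal effect; plate controls were basal doxycycline-induced cells for no effect and cells given 10 µM MG132 for full effect; MG132 reads +100%, hits lower the ratio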
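Compounds up to 46 uM were incubated four hours with TMD8 cells whose green CBG68 luciferase is fused to IkappaBalpha; red CBR luminescence normalised the signal, and concentration-effect curves were fitted to fusion, red and ratio data.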
Giardia killer – Small Molecules that selectively kill Giardia lamblia: qHTS; Giardia lamblia trophozoite viability; activity change, % at 7.66 µM, hits read low; 0.15% of 340,000 active; AID 540267, 2011; in the data active means activity change below about -80%; inconclusive means between about -30% and that limit;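 further: parasites exposed to compound for two days anaerobically before the ATP read; on the % scale 0 is the no-effect control and ±100 the full control effect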
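Compounds were tested on trophozoites seeded at 100 cells/well and held 48 hrs at 37 deg C anaerobically. An ATP-based luminescent kit measured the remaining live cells.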
Coupling enz – qHTS Assay for Inhibitors of Fructose-1,6-bisphosphate Aldolase from Giardia Lamblia: Coupling assay counterscreen; 0.67% of 290,000 active; coupling enzyme system counterscreen, AmpLite Red fluorescence; AID 2472, 2010; activity change, negative = inhibition, % at 58.2 µM, hits read low; in the data active means activity change below about -30%; further: on the % scale 0 is the no-effect control and ±100 the full control effect
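Compounds tested against the coupling enzymes alone at 57.5 uM final; readout was AmpLite Red fluorescence (525/598 nm) after 20 min at RT.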
Menin MLL FP TR – qHTS Assay for Inhibitors Targeting the Menin-MLL Interaction in MLL Related Leukemias: Competition With Texas Red Labeled MLL-derived Mutant Peptide; O00255; Menin + Texas Red MLL mutant peptide, fluorescence polarization; Potency, µM (highest dose often 61.6 µM), without a hit: at the top dose FP activity change, negative = inhibition, usual class: inhibitors; 0.23% of 270,000 active; AID 1768, 2009; active means well fitted inhibition curve with a large enough effect in the polarisation, with a control signal flat, not every such curve was filed as active; inconclusive means small, poorly fitted or top-dose-only effect, or effect the other way, or a change in a side signal; inactive means no such curve, though single readings can be large or run the other way; the % refers to the polarisation; further: potency means the concentration at half of the fitted maximal effect; % of control where 0% means no effect; many of its hits are not listed in these tables
Target sequence (O00255 whole entry, looked up): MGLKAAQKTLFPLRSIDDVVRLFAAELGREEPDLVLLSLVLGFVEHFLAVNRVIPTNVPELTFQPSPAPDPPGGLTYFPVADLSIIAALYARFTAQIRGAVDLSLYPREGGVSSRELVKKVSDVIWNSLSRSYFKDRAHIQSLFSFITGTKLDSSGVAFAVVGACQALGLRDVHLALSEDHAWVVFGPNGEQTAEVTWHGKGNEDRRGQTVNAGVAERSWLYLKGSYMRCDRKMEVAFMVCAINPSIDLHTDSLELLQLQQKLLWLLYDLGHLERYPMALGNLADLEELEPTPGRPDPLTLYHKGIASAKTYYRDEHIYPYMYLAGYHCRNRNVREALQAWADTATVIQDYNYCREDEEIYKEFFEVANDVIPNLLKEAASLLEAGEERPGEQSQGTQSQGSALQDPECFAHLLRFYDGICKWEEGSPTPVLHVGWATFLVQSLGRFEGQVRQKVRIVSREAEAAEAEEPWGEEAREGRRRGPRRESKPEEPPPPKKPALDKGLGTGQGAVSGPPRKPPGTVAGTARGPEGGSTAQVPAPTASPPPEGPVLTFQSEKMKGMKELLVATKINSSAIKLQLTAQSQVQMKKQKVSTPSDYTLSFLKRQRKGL
Numbers without * were called inactive; ? = inconclusive; . = not tested or not shown; & = joins results of further samples; [ ] = another dose, or the depositor's remark. Unless noted, the call rests on the fitted dose curve; in most records, active means well fitted activation curve with a large enough effect; inconclusive means small, poorly fitted or top-dose-only effect; inactive means no such curve, though single readings can be large or run the other way.

SMILES | a7 integrin act | PKM2 act | Chronic BCR inh | Giardia killer | Coupling enz | Menin MLL FP TR
COC(=O)[C@]1(C)CC[C@@]2(C)CC[C@@]3(C)C4=CCc5c(cc(O)c(O)c5C)[C@]4(C)CC[C@@]3(C)C2C1 (stereo partly specified) | . | . | . | . | -4 | 17%
OC[C@H]1O[C@@H](n2cnc3cc(Cl)c(Cl)cc32)[C@H](O)[C@H]1O | . | . | . | . | -2 | 0%
CCCCC/C=C\C/C=C\C/C=C\C/C=C\CCCC(=O)NCc1ccc(O)c(OC)c1 | . | . | . | . | -6 | -9%
CNC(Cc1c[nH]c2ccccc12)C(=O)O (stereo unspecified) | . | . | . | . | 1 | 0%
NC(=NCCCC(N)C(=O)O)N[N+](=O)[O-] (stereo unspecified) | . | . | . | . | -3 | 0%
NCCCP(=O)(O)CC1CCCCC1 | . | . | . | . | -2 | 29%[24.8 µM]
COc1cc2c(cc1O)CCNC2C (stereo unspecified) | . | . | . | . | -1 | 8%
CC(=O)O[C@H]1C[C@@H](O[C@@H]2[C@H](C)O[C@H](O[C@@H]3[C@H](C)O[C@H](O[C@@H]4CC[C@@]5(C)[C@@H](CC[C@]6(C)[C@]5(C)C[C@H](O)[C@]5(C)[C@@H](C7=CC(=O)OC7)CC[C@@]56O)C4)C[C@@H]3O)C[C@@H]2O)O[C@@H](C)[C@H]1O[C@H]1O[C@@H](CO)[C@@H](O)[C@@H](O)[C@@H]1O | . | . | . | . | -1 | 7%[24.8 µM]
CC(C)(C#N)O[C@H]1OC(CO)C(O)C(O)C1O (stereo partly specified) | . | . | . | . | 1 | 3%
CC(C)C[C@H](NC(=O)[C@H](CC(C)C)NC(=O)[C@H](Cc1ccccc1)NC(=O)[C@@H](N)Cc1ccc(O)cc1)C(=O)N[C@@H](CCCN=C(N)N)C(=O)N[C@@H](CC(N)=O)C(=O)N1CCC[C@H]1C(=O)O | . | . | . | . | 3 | 13%

Structural class, those above with an aryl methoxy group (2)
SMILES | a7 integrin act | PKM2 act | Chronic BCR inh | Giardia killer | Coupling enz | Menin MLL FP TR
CCCCC/C=C\C/C=C\C/C=C\C/C=C\CCCC(=O)NCc1ccc(O)c(OC)c1 | . | . | . | . | -6 | -9%
COc1cc2c(cc1O)CCNC2C (stereo unspecified) | . | . | . | . | -1 | 8%

New compounds follow.
SMILES | a7 integrin act | PKM2 act | Chronic BCR inh | Giardia killer | Coupling enz | Menin MLL FP TR
CC(C)(O)[C@@H]1[C@H]2OC(=O)[C@@H]1[C@]1(O)C[C@H]3O[C@]34C(=O)O[C@H]2[C@@]14C (tested in a mixture with another compound) | . | . | . | . | 5 | -10%[24.8 µM]
O=C(/C=C\c1ccc(Cl)cc1)N[C@@]12CCC(=O)[C@@H]3Oc4c(O)ccc5c4[C@@]31CCN(CC1CC1)[C@@H]2C5 | . | . | . | . | 2 | 9%[24.8 µM]
CC1=C2C[C@H]3[C@@H](CC=C4C[C@@H](O)CC[C@@]43C)[C@@H]2CC[C@]12O[C@@H]1C[C@H](C)CN[C@H]1C2C (stereo partly specified) | . | . | . | . | 2 | 0%
CCCC/C=C/[C@@H](NP(=O)(c1ccccc1)c1ccccc1)c1ccccc1OC | . | 9% | . | . | 8 | 10%
CCCc1cc2c(n1Cc1ccco1)C(C)C1CN(C(=O)c3ccccc3)C(C)(C(=O)OC)C21 (stereo unspecified) | . | ? | . | . | -10 | ?
COc1cc2c(cc1O)C(CCc1ccc(Cl)cc1)N(C)CC2 (stereo unspecified) | . | 1% | . | . | 2 | -1%
CCCc1cc2c(n1CCO)C(C)C1CN(C(=O)c3ccccc3)C(C)(C(=O)OC)C21 (stereo unspecified) | . | 1% | . | . | -11 | -19%
CCc1ccc(C(=O)NN(C(=O)c2cc(C)cc(C)c2)C(C)(C)C)cc1 | . | 2% | . | . | 0 | 3%
CN1CCc2cc(Cl)c(O)cc2[C@H]2c3ccccc3CC[C@@H]21 | . | 0% | . | . | -4 | -7%
C[C@H](Cc1ccc2c(c1)OC(C(=O)O)(C(=O)O)O2)NC[C@H](O)c1cccc(Cl)c1 | . | -1% | . | . | 4 | 5%&-1%
COc1cccc(CNC(=O)Cn2c(=O)oc3cc(S(=O)(=O)N4CCCCCC4)ccc32)c1 | . | . | ? | . | . | .
Cc1cccc(-n2c(/C=C/c3cccc4ccccc34)nc3ccccc3c2=O)c1 | . | . | -2% | . | . | .
Cc1ccc(NC(=O)CN2C(=O)CN=C(c3ccccc3)c3ccccc32)cc1Cl | . | . | 1% | . | . | .
O=C1CC(c2ccccc2Br)c2c(c3ccccc3oc2=O)O1 (stereo unspecified) | . | . | 1% | . | . | .
O=C(Cn1c(=O)oc2cc(S(=O)(=O)NCc3ccccc3)ccc21)N(CCO)Cc1ccccc1 | . | . | ? | . | . | .
N#Cc1cccc(NC(=O)c2sc3nc4c(cc3c2N)N2CCC4CC2)c1 | . | . | ? | . | . | .
Cc1cccc(Cn2cccc(C(=O)Nc3nc4ccccc4s3)c2=O)c1 | . | . | 10% | . | . | .
Cc1ccccc1CN1C(=O)CN=C(c2ccccc2)c2cc(Cl)ccc21 | . | . | ? | . | . | .
O=C(Nc1ccon1)c1cccn(Cc2ccccc2)c1=O | . | . | ? | . | . | .
O=C(Nc1ccc2c(c1)OCO2)c1cccn(Cc2ccc(F)cc2)c1=O | . | . | ? | . | . | .

Rewritten with two lines to a compound: 2 of the compounds above
The line under a structure holds: a7 integrin act	PKM2 act	Chronic BCR inh	Giardia killer	Coupling enz	Menin MLL FP TR
Cc1cccc(-n2c(/C=C/c3cccc4ccccc34)nc3ccccc3c2=O)c1
  .	.	-2%	.	.	.
Cc1ccccc1CN1C(=O)CN=C(c2ccccc2)c2cc(Cl)ccc21
  .	.	?	.	.	.

Following part
SMILES | a7 integrin act | PKM2 act | Chronic BCR inh | Giardia killer | Coupling enz | Menin MLL FP TR
O=C(Nc1ccc2c(c1)OCO2)c1cccn(Cc2cccc([N+](=O)[O-])c2)c1=O | . | . | -4% | . | . | .
CCCCN(CC)C(=O)CSc1nc2n[nH]c(C)c2c(=N)n1-c1cccc(Cl)c1 | . | . | ? | . | . | .
O=C1CN=C(c2ccccc2Cl)c2cc(Cl)ccc2N1Cc1cccc(Cl)c1 | . | . | ? | . | . | .
O=C(Nc1ccon1)c1cccn(Cc2cccc([N+](=O)[O-])c2)c1=O | . | . | 18% | . | . | .
O=C(Nc1ccc2c(c1)OCCO2)c1cccn(Cc2ccccc2)c1=O | . | . | ? | . | . | .
O=c1c2ccccc2nc(/C=C\c2ccc(F)cc2)n1-c1ccccc1F | . | . | ? | . | . | .
COc1cc([C@@H]2c3cc4c(c(O)c3C[C@H]3COC(=O)[C@@H]32)OCO4)cc(OC)c1OC | . | . | . | 10 | . | .
COc1cc([C@@H]2c3cc4c(cc3[C@H](OC(C)=O)[C@H]3COC(=O)[C@@H]23)OCO4)cc(OC)c1OC | . | . | . | -8 | . | .
COc1cc([C@@H]2c3cc4c(cc3[C@@H](O)C3COC(=O)C32)OCO4)cc(OC)c1O (stereo partly specified) | . | . | . | 14 | . | .
CN(N=O)c1cc(O)ccc1O | . | . | . | -19 | . | ?
CO[C@H]1[C@@H](O)[C@@H](C)O[C@H](O[C@H]2[C@H](Oc3cccc4c(O)c5c(=O)oc6ccc(C)c7c(=O)oc(c34)c5c67)O[C@H](C)[C@H](O)[C@@H]2O)[C@@H]1O | . | . | . | 1 | -48* | 4%
O=P1(Oc2ccccc2)CC(O)C(O)C(COCc2ccccc2)O1 (stereo unspecified) | . | . | . | 11 | 2 | 17%
C[C@H]1CC[C@@H]2[C@@H](C)[C@H]3C(CC4C5CC=C6CC(O[C@@H]7O[C@H](CO)C(O[C@@H]8O[C@@H](C)[C@H](O)[C@@H](O)[C@H]8O)[C@H](O)[C@H]7O[C@@H]7O[C@@H](C)[C@H](O)[C@@H](O)[C@H]7O)CC[C@]6(C)C5CC[C@@]43C)N2C1 (stereo partly specified) | . | . | . | -5 | 0 | 9%
CN1C[C@@H](CO)C=C2c3cccc4[nH]cc(c34)CC21 (stereo partly specified) | . | . | . | 6 | -1&-2 | 1%
O=C(NCC1=C(c2cccc3ccccc23)C[C@@H]2CC[C@H]1N2Cc1ccco1)c1cccnc1 | -5% | . | . | . | . | .
C[C@@H]1CN([C@H](C)CO)C(=O)CCCn2nncc2CO[C@@H]1CN(C)C(=O)Oc1ccccc1 | 4% | . | . | . | . | .
O=C1Nc2ccccc2Oc2ccccc21 | -21% | . | . | . | . | .
C[C@H]1CN([C@@H](C)CO)C(=O)CCCn2nncc2CO[C@@H]1CN(C)C(=O)Oc1ccccc1 | -12% | . | . | . | . | .
O=C(NCC1=C(c2cccc3ccccc23)C[C@@H]2CC[C@H]1N2Cc1ccco1)c1ccncc1 | -8% | . | . | . | . | .
CC(=O)O[C@H]1CC[C@]2(C)C3CC[C@@]4(C)C(C[C@@H](O)[C@@H]4O)C3[C@@H](OC(C)=O)C[C@H]2C1 (stereo partly specified) | -11% | . | . | . | . | .

Full records from above. Order of values: a7 integrin act | PKM2 act | Chronic BCR inh | Giardia killer | Coupling enz | Menin MLL FP TR
Profile of O=C1CC(c2ccccc2Br)c2c(c3ccccc3oc2=O)O1 (stereo unspecified) → . | . | 1% | . | . | .
Profile of O=C(NCC1=C(c2cccc3ccccc23)C[C@@H]2CC[C@H]1N2Cc1ccco1)c1cccnc1 → -5% | . | . | . | . | .

Remaining list, next part.
SMILES | a7 integrin act | PKM2 act | Chronic BCR inh | Giardia killer | Coupling enz | Menin MLL FP TR
COc1ccc(-n2c(-c3ccccc3F)nc3ccccc3c2=O)cc1 | -10% | . | . | . | . | .
COc1cccc(CN2CCN(c3ccc(F)cc3)CC2)c1OC | -9% | . | . | . | . | .
CS(=O)(=O)c1ccc(C2=C(CNC(=O)c3ccncc3)[C@H]3CC[C@@H](C2)N3Cc2ccccc2)cc1 | 13% | . | . | . | . | .
CC(C)S(=O)(=O)N1Cc2ccccc2-n2nncc2C1 | -3% | . | . | . | . | .
O=C(NCC1=C(c2ccc3ccccc3c2)C[C@@H]2CC[C@H]1N2Cc1ccco1)c1nccs1 | -36% | . | . | . | . | .
O=c1c2ccccc2nc(CBr)n1-c1ccc(Cl)cc1 | -3% | . | . | . | . | .
O=c1c2ccccc2sn1-c1ccc(Cl)cc1 | -47%[inhibitor] | . | . | . | . | .
CN1C2CNC(=O)CC1C1CCC2C1 (stereo unspecified) | -7% | . | . | . | . | .
CC(C)NC1C2CCC(CC2)C1(O)c1ccc(Cl)c(Cl)c1 (stereo unspecified) | -37% | . | . | . | . | .
Cc1cccc(OCC(O)CN2CC2)c1 (stereo unspecified) | 0% | . | . | . | . | .
C[C@H]1CN([C@@H](C)CO)C(=O)CCCn2nncc2CO[C@H]1CN(C)C(=O)Oc1cccc2ccccc12 | 6% | . | . | . | . | .
COc1ccc(NC(=O)c2ccccc2SCc2ccccc2)cc1 | -56%[inhibitor] | . | . | . | . | .

An excerpt; rates above refer to the full screens.
